# Assay outcomes: PubChem, National Center for Advancing Translational Sciences (NCATS)
# EPAC1 antag = qHTS for Antagonist of cAMP-regulated guanine nucleotide exchange factor 3 (EPAC1): primary screen | Rap guanine nucleotide exchange factor 3 (Homo sapiens), O95398 | EPAC1 GEF assay, Rap1b-BODIPY-GDP exchange fluorescence | Potency, µM (highest dose often 115 µM), inactives show at the top dose activity change, negative = inhibition, actives largely listed as inhibitors | 0.14% of 360,000 active;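 further: potency means the concentration at half of the fitted maximal effect; plate controls were vehicle for no effect and positive control for full effect; nearly all actives have a fitted effect of over 50% in size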
# Target sequence (O95398 whole entry, looked up): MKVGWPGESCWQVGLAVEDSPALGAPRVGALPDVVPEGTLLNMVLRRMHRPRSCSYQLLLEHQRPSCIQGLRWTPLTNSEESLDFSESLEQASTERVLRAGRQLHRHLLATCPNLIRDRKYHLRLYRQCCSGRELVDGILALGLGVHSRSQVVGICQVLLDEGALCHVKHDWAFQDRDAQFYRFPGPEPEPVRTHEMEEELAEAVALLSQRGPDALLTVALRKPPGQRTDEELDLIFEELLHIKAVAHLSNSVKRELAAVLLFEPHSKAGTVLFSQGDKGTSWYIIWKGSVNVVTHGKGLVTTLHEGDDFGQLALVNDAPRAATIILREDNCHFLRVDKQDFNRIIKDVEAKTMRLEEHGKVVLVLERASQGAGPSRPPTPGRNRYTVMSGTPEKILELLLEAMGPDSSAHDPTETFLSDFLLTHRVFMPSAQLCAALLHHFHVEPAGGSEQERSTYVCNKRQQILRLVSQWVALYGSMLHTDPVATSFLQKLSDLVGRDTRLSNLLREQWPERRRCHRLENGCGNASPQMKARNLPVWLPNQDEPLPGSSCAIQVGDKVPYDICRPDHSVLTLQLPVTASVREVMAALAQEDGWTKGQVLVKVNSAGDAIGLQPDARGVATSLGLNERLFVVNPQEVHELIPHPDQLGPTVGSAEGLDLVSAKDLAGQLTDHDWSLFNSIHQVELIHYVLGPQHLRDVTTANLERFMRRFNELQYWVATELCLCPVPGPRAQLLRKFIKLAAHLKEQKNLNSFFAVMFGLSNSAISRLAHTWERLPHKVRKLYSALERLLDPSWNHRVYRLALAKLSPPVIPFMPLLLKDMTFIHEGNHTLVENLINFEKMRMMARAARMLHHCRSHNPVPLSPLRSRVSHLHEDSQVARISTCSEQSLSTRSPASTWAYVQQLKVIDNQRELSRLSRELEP
# EPAC1 agonist = qHTS for Agonist of cAMP-regulated guanine nucleotide exchange factor 3 (EPAC1): primary screen; Potency, µM (highest dose often 154 µM), for inactives: at the top dose activation, most hits filed as activators; EPAC1 agonist qHTS, biochemical assay; response scale: 100% = response to 6.5 mM cAMP; 0.073% of 360,000 active; further: potency means the concentration at half of the fitted maximal effect; nearly all actives have a fitted effect of over 60% in size
#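 Multi-concentration qHTS readout: loss of Rap1B-bound BODIPY-GDP fluorescence driven by 100 nM EPAC1 with excess GDP (50 uM), monitored kinetically at room temperature; agonist response expressed relative to 6.5 mM cAMP.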
# FUS yeast rescue = qHTS for Suppressors of FUS Proteinopathy: Primary screen using FUS-linked yeast assay | S. cerevisiae FUS-expressing, growth rescue, OD600, 24 h | Potency, µM (highest dose often 76.6 µM), inactives show at the highest dose growth rescue (activation), usual class: activators | 0.24% of 390,000 active;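 further: potency means the concentration at half of the fitted maximal effect; plate controls were DMSO vehicle for no effect and reference control for full effect; nearly all actives have a fitted effect of over 55% in size; some results filed as inactive show a strong effect at the top dose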
#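 Compound concentration series was pinned onto galactose-induced FUS-expressing yeast seeded at OD 0.005. Plates sat 24hr at 30C; absorbance at 600 nm gave growth. DMSO served as background control.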
# Abeta yeast res = qHTS for compounds that reverse cellular toxicity of Amyloid beta (A-beta) peptide in yeast: Primary Screen; yeast expressing A-beta42, growth rescue, OD600, 48 h; response scale: 0% DMSO, 100% iron-clioquinol control; Potency, µM (top dose mostly 46.1 µM), for the others: at the top dose growth rescue, most hits filed as activators; 0.063% of 410,000 active; AID 1347071, 2019; further: potency means the concentration at half of the fitted maximal effect; nearly all actives have a fitted effect of over 55% in size
#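 Yeast growth medium received pinned compounds, then yeast cells expressing toxic A-beta were added; plates incubated at 30 C for 48 hr. Growth read as absorbance at 600 nm, normalized to DMSO and equimolar FeCl3 plus clioquinol controls.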
# PI5P4Ka inh = qHTS for Inhibitors of phosphatidylinositol 5-phosphate 4-kinase (PI5P4K); max response, %; 1.2% of 330,000 active; PI5P4Kalpha enzyme, ADP-Glo luminescence, 60 min; hits give low values; active means max response of -50% or lower; inconclusive means between -30% and -50%; inactive means -30% or higher; further: value at the top dose of about 77 µM; on the % scale 0 is the no-effect control and ±100 the full control effect
#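 Controls without substrate or without enzyme flank wells where PI5P4Kalpha converts substrate using 5 microM ATP (final). Incubation lasts 60 minutes at room temperature; ADP formed is read by ADP-Glo luminescence.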
# IL-2 act = qHTS of IL-2 Activators. IL-2 activation reporter assay, cell-based qHTS; stimulated with anti-CD3/CD4/CD28 beads; in transgenic mouse T cells. activation, % (series mostly up to about 46 µM). 0.065% of 360,000 active. AID 652025, 2013; in the data active means activation above about 50%; inconclusive means mostly about 30% to 49%; further: 0% is about no effect
#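 Using fluorescent plate cytometry, EGFP and DsRed are detected in transgenic mouse T cells stimulated 18 h at 37 degrees C with antibody-coated beads after 60 min compound pretreatment.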
# PLK1 PBD inh = qHTS for Inhibitors of PLK1-PDB (polo-like kinase 1 - polo-box domain): Primary Screen; Serine/threonine-protein kinase PLK1 (Homo sapiens), P53350; Plk1 PBD binding of FITC phosphopeptide, fluorescence polarization; Potency, µM, without a hit: max response, negative = inhibition, usual class: inhibitors; 2.8% of 360,000 active; AID 720504, 2013; further: potency means the concentration at half of the fitted maximal effect; series mostly up to about 57 µM; on the % scale 0 is the no-effect control and ±100 the full control effect; nearly all actives have a fitted effect of over 65% in size
# WRN helicase inh = qHTS for Inhibitors of WRN Helicase | Bifunctional 3'-5' exonuclease/ATP-dependent helicase WRN (Homo sapiens), Q14191 | WRN helicase unwinding, fluorescent forked duplex, kinetic | Potency, µM (series often up to 114 µM), inactives show top-dose activity change, negative = inhibition, hits mostly inhibitors | 0.46% of 360,000 active; further: potency means the concentration at half of the fitted maximal effect; on the % scale 0 is the no-effect control and ±100 the full control effect; nearly all actives have a fitted effect of over 55% in size
#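 Primary qHTS, 1536-well format. 20 nM WRN + compound, 15 min RT; start with 100 nM forked fluorophore/quencher duplex, 2 mM ATP (final); kinetic read ex 525/em 598 nm.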
# Numbers without * were called inactive; ? = inconclusive; . = no result given; [ ] = dose if it differs, or a comment. Unless noted, the call rests on the fitted dose curve; in most records, active means well fitted curve in the direction sought with a large enough effect; inconclusive means small, poorly fitted or top-dose-only effect, or another doubt; inactive means no such curve, though single readings can be large; an effect the other way counts as inactive or inconclusive.
SMILES,EPAC1 antag,EPAC1 agonist,FUS yeast rescue,Abeta yeast res,PI5P4Ka inh,IL-2 act,PLK1 PBD inh,WRN helicase inh
O=C(N/N=C/c1cccc2nccnc12)c1ccccc1O,?,13%,-15%,1%,4,3.8,0%,-4%
COc1ccccc1N1C(=O)CC(Sc2n[nH]c(-c3cccc(C)c3)n2)C1=O (stereo not drawn),-10%,-1%,.,0%,1,-0.8,13µM*,36%
Cc1ccc(C(=O)n2nc(-c3cccnc3)nc2N)cc1,10%,3%,3%,-5%,.,-1.8,-10%,1%
Cc1c2c(nc3nnnn13)CCCC2,-1%,8%,-11%,2%,0,3.0,-8%,-35%
O=C(O)CCC(=O)Nc1ccccc1C(=O)NCc1ccccc1,1%,-2%,-15%,2%,-3,-1.2,3%,8%
CC(Sc1nc(-c2ccccc2)cc(C(F)(F)F)n1)C(=O)NCc1ccco1 (stereo not drawn),8%,-7%,20%,8%,-4,-2.7,-15%,-6%
COC(=O)Cc1cnc(NC(=O)C2C3CCC(C3)C2C(=O)O)s1 (stereo not drawn),-2%,6%,9%,5%,-9,-2.4,-6%,-13%
c1ccc(NC2=Nc3ccccc3CC2)cc1,13%,1%,-18%,1%,-2,1.2,1%,8%
Oc1c(Br)cc(/C=N/n2c(-c3ccccc3)n[nH]c2=S)c(O)c1Br,-14%,1%,?,-20%,-85*,-2.5,6.7µM*,?
CC12CCC(=O)N1C(C(=O)NCCc1ccccc1)CS2 (stereo not drawn),15%,-2%,-14%,-10%,-7,1.8,0%,13%
O=C(CSc1nnc(CN2CCOCC2)n1-c1ccc(Cl)cc1)Nc1ccc2c(c1)OCO2,0%,-7%,16%,5%,.,-1.4,2%,-1%
COCc1cc(C)nc(SCC(=O)Nc2cccc(C)c2C)c1C#N,3%,7%,-3%,0%,.,-1.7,-2%,5%
O=C(NN=Cc1cc(Cl)ccc1[N+](=O)[O-])c1ccco1,-4%,-4%,.,-4%,20,-0.9,-4%,-10%
Cc1nn(C(=O)N2CCCCC2)c(C)c1CN1C(=O)c2ccccc2C1=O,6%,2%,5%,9%,.,-1.7,-2%,-3%[57.1 µM]
Cc1ccnc(NC(=O)c2cnc(Cl)c(Cl)c2)c1,11%,2%,3%,0%,2,0.0,-2%,10%
Cc1onc(-c2ccccc2)c1NC(=O)N(CCC#N)Cc1ccccc1,9%,4%,12%,1%,2,-1.6,2%,3%
CN(Cc1ccccc1)C(=O)[C@@H]1CCCN1C(=O)[C@@H]1CCCN1C(=O)c1ccccc1,-8%,-1%,5%,-7%,5,0.1,3%,-12%
CCc1noc(C)c1C(=O)NCCN1C(=O)S/C(=C\c2ccc(OC)cc2)C1=O,11%,-4%,-5%,1%,-4,-2.8,-8%,1%
Cc1ccc(N/C(C(Cl)=C(Cl)Cl)=C(/Cl)[N+](=O)[O-])c(C)c1,-1%,-8%,-3%,-62%[inhibitor],3,-0.9,?,2%
O=C(NCc1cccc(Cl)c1)c1ccc2nc(N3CCOCC3)sc2c1,-10%,2%,11%,2%,-2,-1.9,27µM*,-6%

# Continued, overlapping the part above by 2 compounds.
SMILES,EPAC1 antag,EPAC1 agonist,FUS yeast rescue,Abeta yeast res,PI5P4Ka inh,IL-2 act,PLK1 PBD inh,WRN helicase inh
Cc1ccc(N/C(C(Cl)=C(Cl)Cl)=C(/Cl)[N+](=O)[O-])c(C)c1,-1%,-8%,-3%,-62%[inhibitor],3,-0.9,?,2%
O=C(NCc1cccc(Cl)c1)c1ccc2nc(N3CCOCC3)sc2c1,-10%,2%,11%,2%,-2,-1.9,27µM*,-6%
COc1ccc(-c2nc3cccc(C)n3c2NCC2CCCO2)cc1O (stereo not drawn),-29%,7%,10%,-16%,6,-2.4,-11%,-2%
O=C(CN(Cc1ccccc1)C(=O)CCC(=O)Nc1nccs1)NCc1ccccc1,2%,2%,6%,-15%,4,-0.4,-4%,2%
O=C(Nc1ccc(C(F)(F)F)cc1)c1cccnc1N1CCOCC1,-10%,-1%,2%,-3%,.,1.9,?,-8%
CC1=C(C(=O)NC2CCCc3c2cnn3-c2ccc(F)cc2F)OCCO1 (stereo not drawn),-9%,4%,15%,-9%,-5,-3.2,-11%,2%
Cc1cccc(Cn2nc(C)c(NC(=O)c3ccc(F)cc3)c2C)c1,8%,-1%,14%,6%,3,-2.6,-5%,-5%
CC(C)(C)Cc1nnc(NS(=O)(=O)c2ccc([N+](=O)[O-])cc2)s1,1%,-3%,9%,8%,0,-1.2,-15%,-11%
O=C(CSc1ccc2nnc(-c3ccccn3)n2n1)Nc1ccc2c(c1)OCCO2,-10%,-1%,1%,-16%,-6,0.1,-3%,-3%
Cc1ccc2c(c1)C(=O)C(=O)N2Cc1ccc(Br)cc1,-20%,-6%,-1%,4%,-24,-0.1,?,-5%
Cc1nn(CC(=O)Nc2ccccn2)c(C)c1Br,4%,-1%,.,9%,0,-5.0,5%,3%
O=C(c1cccc(-c2ccc(O)cc2)c1)N1CCN(c2ccc(F)cc2)CC1,9%,-3%,-1%,-3%,-4,0.3,-3%,11%[57.1 µM]
CCSc1ccccc1C(=O)NC1CCCCC1,5%,-3%,11%,-7%,-3,-0.6,-19%,8%
O=C1CN(c2ccccc2Cl)C(=O)CN1c1ccccc1Cl,-16%,0%,9%,-12%,.,-0.8,-5%,1%
Cc1csc(NC(=O)CCNS(=O)(=O)c2ccc3c(c2)c(=O)n(C)c(=O)n3C)n1,-5%,2%,15%,11%,.,-1.7,1%,-4%
CC(C)(C)c1ccc(-c2csc(NNC3=NCCCCC3)n2)cc1,-10%,-1%,?,-4%,.,0.1,?,-12%
COc1ccc(N/C=C\C(=O)c2ccc(Br)cc2)cc1OC,-1%,-26%,-18%,-43%[inhibitor],4,1.8,36%[activator],8%
O=C(Nc1ccc(Cl)cc1)c1ccc(-n2cccn2)c([N+](=O)[O-])c1,-9%,10%,40%,-9%,.,0.7,1%,-13%
CCOc1ccc(S(=O)(=O)NN2Cc3ccccc3C2=N)cc1,-7%,-5%,-22%,-11%,-6,0.2,-9%,6%
CC1=C(C(=O)Nc2cc(C(=O)NCCCOC(C)C)ccc2C)SCCO1,-9%,-3%,13%,-16%,14,1.2,2%,14%
CN(CC(=O)Nc1ccccc1Oc1ccccc1)Cc1ccccc1F,2%,1%,.,-3%,17,-0.6,3%,-20%
COC(=O)c1nnn(-c2ccsc2C(=O)OC)c1C(=O)OC,-9%,0%,-20%,-7%,24,0.6,-3%,-4%
Cc1cc(C(=O)NC2CCCN(Cc3ccc(Cl)cc3)C2)n(C)n1 (stereo not drawn),-28%,-8%,8%,8%,4,-1.7,-18%,0%
O=c1c(Cc2c(F)cccc2Cl)c(O)ccn1CCCN1CCOCC1,-18%,-15%,8%,-6%,3,0.0,-11%,4%
CCCCC[C@@H]1CCCCC[C@@H](O)C[C@@H](O)[C@H](O)/C=C/C(=O)O1,-7%,-12%,21%,-8%,23,0.2,5%,5%
CCOCCCNC(=O)C(Cc1ccccc1)NS(=O)(=O)c1cccc2nsnc12 (stereo not drawn),-4%,15%,-35%,6%,3,2.2,-1%,-9%
O=C(Nc1nc(-c2ccc([N+](=O)[O-])cc2)cs1)C1=COCCO1,-4%,1%,9%,-7%,-14,-2.4,-1%,-8%
Cc1c(C(=O)NCc2ccc(Cl)c(Cl)c2)sc(=O)n1Cc1ccc(S(=O)(=O)N(C)C)cc1,-4%,-6%,?,-9%,1,-1.0,3%,-3%[57.1 µM]
O=C1Cc2cc(S(=O)(=O)NCc3ccc(F)cc3)ccc2N1,-3%,-7%,21%,-7%,-14,-1.1,1%,0%
Cc1ccc(OCC(=O)N2CCCCCCC2)cc1,1%,7%,10%,19%,0,0.1,-3%,-30%
CC(C)CNS(=O)(=O)c1ccc(S(=O)(=O)N2CCN(C3CCCC3)CC2)cc1,-2%,9%,16%,-17%,1,-1.3,-4%,-3%
CN(C)S(=O)(=O)c1ccc(NC(=O)CNc2cc(S(=O)(=O)N3CCCC3)ccc2OCC(F)(F)F)cc1,-4%,-4%,.,-1%,0,-2.6,-11%,0%
COc1cccc(C(=O)c2cc3cc(Cl)ccc3[nH]2)c1,-13%,5%,19%,-4%,-2,-0.7,5%,0%
Cc1sc2ncnc(N3CCC(C(=O)NNC(=O)COc4ccccc4F)CC3)c2c1C,1%,1%,24%,-2%,3,-5.0,0%,-3%
O=C(COC(=O)C1CCN(S(=O)(=O)c2cccc3cccnc23)CC1)c1ccc([N+](=O)[O-])cc1,7%,-3%,-6%,11%,3,0.1,-2%,0%
Cc1ccc(C(c2c(O)nc3n(c2=O)CCS3)c2c(O)nc3n(c2=O)CCS3)cc1,-18%,9%,6%,-5%,-27,0.4,17µM*,?
O=S(=O)(N/N=C\c1ccc2c(c1)OCO2)c1ccc(F)cc1,-5%,-2%,-2%,-7%,-2,-1.7,-3%,0%
CNC(=O)C1=C(C)n2c(nc3ccccc32)NC1c1ccc(OC)cc1 (stereo not drawn),10%,6%,19%,6%,-1,-0.1,1%,-23%[57.1 µM]
COc1ccc(N2C(=S)NC3CS(=O)(=O)CC32)cc1 (stereo not drawn),2%,-2%,18%,2%,0,-1.8,-23%,13%
Brc1ccc(N/N=C(/N=Nc2nn[nH]n2)c2ccccc2)cc1,?,-6%,-19%,-26%,-27,4.0,?,-7%
COc1ccc(-c2nc(-c3ccc4c(c3)OCO4)[nH]c2-c2ccc(OC)cc2)cc1,-12%,13%,?,4%,-6,-0.8,-10%,-2%
COc1ccc(Cc2nnc(SCC(=O)NC3(C#N)CCCCC3)n2N)cc1,-2%,10%,8%,-2%,-1,-3.4,-10%,2%

# 4 compounds from above, sorted by their value in IL-2 act, ascending.
SMILES	IL-2 act
COc1ccc(N2C(=S)NC3CS(=O)(=O)CC32)cc1 (stereo not drawn)	-1.8
O=S(=O)(N/N=C\c1ccc2c(c1)OCO2)c1ccc(F)cc1	-1.7
CC(C)CNS(=O)(=O)c1ccc(S(=O)(=O)N2CCN(C3CCCC3)CC2)cc1	-1.3
Brc1ccc(N/N=C(/N=Nc2nn[nH]n2)c2ccccc2)cc1	4.0

# This is a random part of the collection; any-hit rate near 4.1%.
